# Bioassay records from PubChem BioAssay.
# Glyco luc inh: N-linked glycosylation inhibition | D54 ERlucT glycosylation luciferase reporter, 24 h; percent of 100 nM tunicamycin response | reporter increase, % at 12.5 µM | hit rate 0.23% among 360,000;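 active = mean luciferase reporter signal, scaled so untreated is 0 and the glycosylation-blocking control 100, at or above a set limit in every replicate; inconclusive = mean reaches the limit but not every replicate does; inactive = mean below the limit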;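 note: luciferase carries N-glycosylation sites so blocking glycosylation raises the light; 0% = median of neutral control wells and 100% = median of 100 nM tunicamycin wells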
# ABCB6 inh 2: blocks the human ABCB6 transporter; Q9NP58; K562-ABCB6 porphyrin accumulation, flow cytometry, 1 h; active compounds read low; fluorescence ratio to DMSO, % at 10 µM; hit rate 0.19% among 360,000; AID 602162;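 active = fluorescence ratio to DMSO below 75%, the collection mean minus 3 SD; inconclusive = too few cells collected in the well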;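 note: signal is porphyrin accumulated inside mitochondria; 100% equals median channel fluorescence of DMSO control wells; lower ratio means ABCB6 inhibition with less porphyrin fluorescence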
# NOD2 RIPK2 PPI: inhibitors of human NOD2-RIPK2 interaction | O43353 | CHO BLA complementation NOD2-RIPK2, CCF4 ratio | inhibition, % at 4.98 µM | hit rate 0.38% among 360,000; in the data active = inhibition above about 21%;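 note: 0% = vehicle only and 100% = reference blocker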
# TLR9-MyD88 inh: TLR9-MyD88 interaction inhibition | inhibition, % at 4.98 µM | CHO BLA complementation TLR9-MyD88, CCF4 FRET ratio | Q9NR96+Q99836 | hit rate 0.21% among 340,000;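 active = inhibition above the mean over all tested compounds plus 3 SD, cut at about 21% in these data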;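 note: 0% = DMSO only wells and 100% = clavulanate BLA inhibitor control wells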
# MC4R ag barr: agonists of human melanocortin 4 receptor (MC4R) beta-arrestin | P32245 | U2OS MC4R beta-arrestin complementation, luminescence; percent of melanotan II response, DMSO zero | activation, % at 8.9 µM | hit rate 0.98% among 360,000 | AID 540308;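 active = activation above a per-plate cutoff, the mean activation of sample wells on that plate plus 3 SD, cut at about 8% in these data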
# Granule exo inh: blocks lytic granule exocytosis; inhibition, % at 10 µM; hit rate 0.66% among 360,000; AID 651702; TALL-104 LAMP-1 surface exposure, flow cytometry; cells stimulated with thapsigargin and PMA;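 active = inhibition above about 55%, limit read from the data; inconclusive = no clear call, values can overlap the other calls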
# ABHD5 PLIN5 PPI: ABHD5-PLIN5 protein interaction inhibition | Q00G26+Q8WTS1 | Split G. princeps luciferase complementation, luminescence, 4 h | inhibition, % at 4 µM | hit rate 0.78% among 360,000 | AID 602281;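 active = inhibition above the mean inhibition across every tested compound plus 3 SD, cut at about 22% in these data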;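 note: 0% = DMSO only wells and the 100% control is not disclosed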
# Target sequence (Q00G26 whole entry, looked up): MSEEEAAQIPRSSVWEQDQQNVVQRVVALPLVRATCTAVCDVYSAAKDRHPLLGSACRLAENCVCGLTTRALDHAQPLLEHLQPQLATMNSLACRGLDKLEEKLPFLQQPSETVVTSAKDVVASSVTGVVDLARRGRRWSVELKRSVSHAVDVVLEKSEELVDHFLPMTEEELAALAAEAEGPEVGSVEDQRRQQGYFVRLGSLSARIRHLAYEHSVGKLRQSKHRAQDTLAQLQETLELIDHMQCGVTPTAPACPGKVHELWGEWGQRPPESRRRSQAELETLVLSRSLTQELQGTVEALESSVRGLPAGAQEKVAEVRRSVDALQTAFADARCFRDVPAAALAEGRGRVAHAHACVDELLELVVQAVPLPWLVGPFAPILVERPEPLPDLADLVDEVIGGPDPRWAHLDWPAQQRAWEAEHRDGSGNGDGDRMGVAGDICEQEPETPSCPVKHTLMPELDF
# Target sequence (Q8WTS1 whole entry, looked up): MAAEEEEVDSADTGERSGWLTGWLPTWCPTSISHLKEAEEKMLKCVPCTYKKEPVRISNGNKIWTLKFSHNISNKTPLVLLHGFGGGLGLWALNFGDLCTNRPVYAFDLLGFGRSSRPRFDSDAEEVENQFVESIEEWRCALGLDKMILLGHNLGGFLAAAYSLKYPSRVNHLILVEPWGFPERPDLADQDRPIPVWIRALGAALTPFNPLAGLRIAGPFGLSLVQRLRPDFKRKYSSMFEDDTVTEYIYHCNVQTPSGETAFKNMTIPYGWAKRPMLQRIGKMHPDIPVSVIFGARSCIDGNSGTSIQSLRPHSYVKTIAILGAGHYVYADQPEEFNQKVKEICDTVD
# Vif imaging: HIV Vif inhibition; HEK293T cells, Vif self-association by quenched fluorescence, imaging, 24 h; inhibition, % at 7.49 µM; hit rate 0.35% among 340,000; AID 602346; in the data active = inhibition above about 50%, passing the limit was not always enough; inconclusive = no clear call, values can overlap the other calls; inactive = below about 31%; note: some results filed as inactive read as strong as hits
# MC4R antagonist: blocks human MC4R cAMP signaling. P32245. MC4R-expressing cells, MTII-stimulated cAMP, LANCE TR-FRET. inhibition, % at 6.5 µM. hit rate 0.48% among 360,000;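 active = inhibition above its plate's cutoff, the mean of tested wells on that plate plus 3 SD, cut at about 29% in these data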;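 note: 0% = Melanotan II alone and 100% = Melanotan II plus saturating MCL0020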
#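 System: U2OS cells stably expressing human melanocortin 4 receptor (MC4R). Reagent: Melanotan II challenge after compound preincubation. Doses: 6.5 µM. Times: 30-min compound, 1-h challenge, 1-h detection, room temperature. Measured by: TR-FRET with Eu-cAMP and labeled anti-cAMP, 671 nm. Replicates: singlicate.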
# aDG glyco act: alpha-DG glycosylation activation; Pro5-aDG cells, alpha-DG glycosylation AlphaScreen (IIH6); 0% Pro5, 100% B10-LARGE cell signal; activation, % at 10 µM; hit rate 0.22% among 360,000; AID 624168;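 active = activation of at least 8% versus controls, or a plate z-score of at least 8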;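 note: Pro5 are CHO cells carrying HIG-tagged alpha-DG that lacks glycosylation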
# The depositor's hits bear a star; ? = inconclusive; / = not tested or not shown. Only part of the results is shown, so the mix of outcomes need not match the whole.
SMILES,Glyco luc inh,ABCB6 inh 2,NOD2 RIPK2 PPI,TLR9-MyD88 inh,MC4R ag barr,Granule exo inh,ABHD5 PLIN5 PPI,Vif imaging,MC4R antagonist,aDG glyco act
CNc1nc(-c2ccc3c(c2)CCN3C(=O)c2ccccc2F)c(C)s1,-2,92,-10,-8,-5.7,0,-5,4,4,0.4
O=C1CCCCCCCN1Cc1ccccc1,-1,102,3,-1,-3.3,18,-8,?,2,0.2
CC(C)(C)OC(=O)NC(Cc1ccccc1)C(=O)N1CCCC1C(=O)O (configuration not stated),0,100,0,2,0.7,0,-4,-15,23,-0.1
Cn1c(=O)c2c(nc(CCC3CCCC3)n2C)n(C)c1=O,2,95,3,-7,1.3,-5,-14,3,1,0.1
CC(/C=N/NC(=O)c1cc(-c2ccccc2)nc2ccccc12)=C\c1ccco1,23,100,-6,3,-2.7,7,2,-3,-15,-0.4
O=C(O)c1ccc(N=NN2CCCCCC2)cc1,-10,98,-1,6,-0.5,-5,-3,-4,-4,-0.1
CC(=O)c1c(N2CCN(C)CC2)nc(=S)n(Cc2ccccc2)c1C,1,100,-10,-9,-2.8,1,-5,-1,-3,-0.1
COc1ccc(C(=O)N/C(=C\c2ccc3c(c2)OCO3)C(=O)N2CCOCC2)cc1,0,96,-97,-6,-0.1,0,-2,-25,6,-0.2
CC1NC(=O)N(C)[C@@H]2NC(=O)N(C)C(c3ccc([N+](=O)[O-])cc3)[C@@H]12 (some centres not stated),2,97,0,8,-0.2,2,0,/,5,0.4
CCN(CC)C(=O)Cn1cc(S(=O)(=O)CC(=O)Nc2cc(C)on2)c2ccccc21,1,97,3,-4,-0.2,-1,-7,1,3,0.0
COC(=O)c1c(C)oc(C)c1S(=O)(=O)Nc1ccc(C(C)C)cc1,-3,102,-3,4,5.8,-5,-3,0,2,-0.2
O=C1COc2ccc(OCc3ccc(F)cc3)cc21,-4,107,-3,-7,-0.8,-1,-2,-12,1,-0.2
Cc1nc(NCC2CCCO2)nc2c1C(=O)CC(C)C2 (configuration not stated),1,96,-2,2,-1.4,1,-8,3,7,-0.2
CN1C(=O)CSC1=Nc1ccc(F)cc1,1,100,8,1,-0.2,-9,-5,2,0,0.1
O=C(CCC1CCCC1)N1CCC(N2CCCCCC2)CC1,-2,102,-9,-8,-1.8,6,1,-1,5,0.0
CCCCOc1ccc(CN(C)c2ncnc(N)n2)cc1,-2,99,2,2,0.4,-1,-5,-8,8,0.4
Cc1ccc(O)c(Nc2c3ccccc3nc3ccccc23)c1,10,89,-15,-22,0.0,53,1,-6,-2,0.3
Cc1nn(C)cc1CN(C)C(=O)c1sc2cccc(Cl)c2c1Cl,0,100,-1,-8,-1.9,-2,5,-29,-5,0.2
CCOC(=O)C1(CC2CCCCO2)CCN(S(=O)(=O)c2ccccc2)CC1 (configuration not stated),-2,100,3,6,-0.7,-1,4,4,1,0.5
O=C(CN1CCN(S(=O)(=O)c2ccc(F)cc2)CC1)Nc1cccc(C(F)(F)F)c1,2,101,-10,5,2.8,-2,-6,1,1,1.4
O=C(COc1cccc2ccccc12)NNC(=O)C1CCCO1 (configuration not stated),-1,96,-8,-5,-0.7,-3,5,-3,8,0.0
CCc1ccc(OCC(=O)N/N=C2\CC(=O)c3ccccc32)cc1,0,101,10,-6,-0.6,0,-2,-5,1,0.4
CCOC(=O)Cc1csc(NC(=O)Nc2cccs2)n1,-1,97,9,3,-3.2,2,-5,-6,-1,0.3
O=C(c1ccncc1)N1CCN(S(=O)(=O)c2ccccc2Br)CC1,-1,99,1,3,-0.1,8,4,-3,10,-0.2
O=[N+]([O-])c1ccc(Cl)c(CN2CCN(c3ncccn3)CC2)c1,1,101,0,-4,0.9,-6,6,-4,-10,0.0
COc1ccc(C2c3c(nc[nH]c3=O)Oc3nc[nH]c(=O)c32)cc1,0,99,-7,1,-0.3,4,-3,-11,5,-0.1
CN1CC=C2C(C#N)=C(N)C(C#N)(C#N)C(c3ccsc3)C2C1 (configuration not stated),3,103,-1,7,-1.9,-1,-6,40,-1,0.0
C=C(C)CNC(=O)c1ccc(OC2CCN(C(=O)COC)CC2)cc1,1,100,-6,-1,-0.9,-10,4,-5,3,0.0
COc1cc(OC)c(OC)cc1/C=N/NC(=O)c1cnccn1,-2,97,1,6,0.3,0,-5,27,-6,-0.1
Cc1ccc(C)n1-c1ccc(-c2nnco2)cc1,0,99,-6,1,0.1,-1,0,13,15,-0.3
COc1ccc(/C=N/NC2=NS(=O)(=O)c3ccccc32)cc1OC(C)=O,1,107,8,2,-0.3,-12,4,-11,7,-0.2
COc1cccc(CN(C)C(=O)CSC(C)C(=O)Nc2cc(C)on2)c1OC (configuration not stated),1,99,-1,-1,-1.8,0,-1,1,-2,0.2
CCN(CC)S(=O)(=O)c1ccc(C(=O)NN(C)C2=NS(=O)(=O)c3ccccc32)cc1,2,112,4,-12,0.1,4,-3,-1,13,-0.2
CN(C)C(=O)Cn1nc(-c2ccccc2)c2ccccc2c1=O,-2,148,-3,-1,-1.4,-1,1,-4,-1,-0.1
COC(C[C@H](O)C[C@@H](O)[C@@H](C)OCc1ccccc1)OC,1,95,-18,0,-0.8,12,-13,-3,0,0.2
COc1ccc(-c2cc(NC=O)c3ncc(-c4cccc(C(F)(F)F)c4)n3c2)cc1OC,?,115,-11,/,36*,4,-4,/,-9,-0.2

# As entered above:
# Reading for C=C(C)CNC(=O)c1ccc(OC2CCN(C(=O)COC)CC2)cc1 in ABHD5 PLIN5 PPI: 4
# Reading for COc1cccc(CN(C)C(=O)CSC(C)C(=O)Nc2cc(C)on2)c1OC (configuration not stated) in MC4R antagonist: -2

# Other structures follow:
SMILES,Glyco luc inh,ABCB6 inh 2,NOD2 RIPK2 PPI,TLR9-MyD88 inh,MC4R ag barr,Granule exo inh,ABHD5 PLIN5 PPI,Vif imaging,MC4R antagonist,aDG glyco act
CC(=O)N1C(=O)C2(Nc3ccccc3N2)c2ccccc21,3,92,1,-2,-0.4,-1,8,5,14,-0.1
c1ccc(-c2ccccc2OCCN2CCOCC2)cc1,3,87,-20,-4,-1.9,-6,2,/,10,0.3
OC[C@@H]1CN(Cc2ccco2)C[C@H](n2cnc3c(N4CCN(c5ccccc5)CC4)ncnc32)O1,0,102,-4,/,1.4,-2,-9,-6,21,-0.2
CC(=O)Nc1nnc(SCC(=O)Nc2ccc3c(c2)OCCO3)s1,2,94,2,-2,-0.9,-4,0,0,-3,-0.1
Cc1c(C(=O)N2CCCCC2)oc2ccc(S(=O)(=O)N3CC(C)CC(C)C3)cc12 (configuration not stated),-3,101,9,-16,-0.2,-5,-10,-18,-2,3.9
CN(C(=O)COC(=O)Cc1c(F)cccc1Cl)c1c(N)n(Cc2ccccc2)c(=O)[nH]c1=O,-1,100,-5,-1,-0.7,0,-2,-2,-1,-0.1
CCN(CC)CCCNC1=C(Cl)C(=O)c2ccccc2C1=O,-22,87,-9,6,-0.4,1,4,-4,-36,9.2*
COc1ccccc1CN1C(=O)c2cccc3cccc(c23)C1=O,-2,97,2,-1,1.8,8,1,-4,4,0.0
OC(CSc1c(Cl)cccc1Cl)CN1CCN(c2ccc(F)cc2)CC1 (configuration not stated),0,95,13,-2,2.8,0,7,-8,9,0.0
O=C(NC(=S)Nc1ccc(N2CCOCC2)c(Cl)c1)C(c1ccccc1)c1ccccc1,-5,101,1,-1,-1.5,-2,-1,-7,5,0.1
O=C(COC(=O)C1=NN(c2ccccc2)C(=O)CC1)Nc1ccc([N+](=O)[O-])cc1C(F)(F)F,0,99,6,-12,-0.3,-3,4,-3,9,0.0
O=C(COC(=O)/C=C/c1ccc(Cl)cc1)Nc1ccc2[nH]c(=O)[nH]c2c1,0,96,2,23*,6.6,-2,-1,1,21,-0.2
Cc1ccc(NC(=O)C2CCCN(S(=O)(=O)c3c(C)noc3C)C2)cc1 (configuration not stated),-3,97,4,-2,-1.9,2,-2,17,2,0.5
COc1ccc(CNC(=O)CSc2nnnn2C)cc1OC,-1,92,-8,-4,-0.8,-1,2,13,11,-0.3
COc1ccc(NC2CCCN(C(=O)c3ccccc3N3CCOCC3)C2)cc1OC (configuration not stated),2,95,-9,2,-1.1,2,4,2,0,0.1
O=C(CCNS(=O)(=O)c1ccccc1C(F)(F)F)NCCCc1ccccc1,-2,96,7,6,-1.0,3,0,2,2,-0.2
CCCCCN(C(=O)CCC(=O)OCc1cccc(Br)c1)c1c(N)n(CCCC)c(=O)[nH]c1=O,-1,90,4,-2,0.0,-7,0,-20,13,0.7
Cc1c(Cl)cccc1NC(=S)N=Nc1c(O)n(CN2CCOCC2)c2ccccc12,4,119,/,5,/,-11,/,13,/,3.8
CCc1nnc(NC(=O)CCC(=O)NC2CC2)s1,1,104,-15,7,-0.7,-13,-9,-4,7,-0.1
CSc1nc(O)c(N=Nc2ccc(F)cc2F)c(=O)[nH]1,5,99,-3,-20,-2.4,-5,3,7,-17,0.1
N#Cc1c(Cl)nc(-c2ccncc2)nc1-c1ccccc1,1,93,-2,-1,-0.3,11,5,4,13,0.1
CCCNC(=O)N(C)C[C@@H]1Oc2cc(C#C[C@H](C)O)ccc2S(=O)(=O)N([C@H](C)CO)C[C@H]1C,0,96,-5,0,-0.9,1,9,4,-3,0.1
COc1cccc(NC(=O)Cc2ccc3ccccc3c2)c1,0,100,11,4,0.2,-3,9,-1,2,0.0
Cc1cc(C)nc(SC(C)C(=O)Nc2ccc(S(N)(=O)=O)cc2)n1 (configuration not stated),0,103,-1,-2,1.6,0,3,-1,8,0.1
O=C(CCCn1cnc([N+](=O)[O-])n1)Nc1ccc(F)c(Cl)c1,2,95,4,7,-1.6,8,2,20,0,0.4
COc1ccc(NC(=O)c2cc(C3CCCCN3C(=O)c3cc(F)ccc3C)on2)c(C)c1 (configuration not stated),0,98,0,/,0.8,-7,8,-13,6,-0.3
NCCOc1ccc(C23CC4CC(CC(C4)C2)C3)cc1,-18,96,6,-1,3.0,17,7,2,-4,2.0
CCC(C)NC(=O)C1(N2C(=O)c3ccccc3C2=O)CCCC1 (configuration not stated),0,91,-8,3,0.8,0,-4,-4,6,0.1
COC(=O)c1cc(Br)ccc1NC(=O)Nc1ccc(C)cc1,1,97,-7,3,-1.8,0,-6,20,8,0.0
O=C(O)c1ccc(/C=N/n2c(C3CCCCC3)n[nH]c2=S)cc1,-2,100,-3,9,-2.6,-4,0,19,12,-0.1
CC(C)(C)C(=O)NNC(=O)c1cc(C(C)(C)C)nn1Cc1ccccc1,-9,97,2,-6,-2.7,3,1,-4,4,0.0
O=C(Cn1cncn1)N/N=C/c1ccc(Cl)cc1,0,97,-7,3,-0.7,2,1,-6,4,-0.2
CCOC(=O)c1c(N)sc(-c2ccccc2)c1C,-1,100,-3,6,1.1,-3,-13,1,-2,-0.3
CCOC(=O)[C@]12CCC=C1N(Cc1ccco1)C(=O)[C@H](CC(=O)NCc1ccccc1)C2,/,147,-13,/,/,-3,7,/,/,0.1
